Screens (PubChem BioAssay)
LGR2 inh: blocks bursicon-induced cAMP signaling via Drosophila LGR2; 0.35% of 380,000 active; HEK293 LGR2, CRE-luciferase, bursicon-stimulated, 4 h; AID 720647; inhibition, % at 9.99 µM;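 active = drop in luminescence signal, shown as inhibition above about 50% in the replicate tests, limit read from the data, passing the limit was not always enough; inconclusive = probably only some replicates passing the limit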;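 note: agonist challenge used bursicon conditioned medium at about half maximal strength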
PglD DTNB: PglD (C. jejuni) enzyme inhibition | purified PglD enzyme, DTNB colorimetric CoA detection | inhibition, % at 12.5 µM | 0.098% of 360,000 active | AID 602405; in the data active = inhibition above about 16%, passing the limit was not always enough; inconclusive = no clear call, values can overlap the other calls; note: strong numbers were not always called active
ARNT-TACC3 inh: ARNT/TACC3 interaction disruption; AID 623870; Q9Y6A5; AlphaScreen His-ARNT PAS-B/GST-TACC3 binding, luminescence; TACC3 fragment carries E629A point mutation; 0.66% of 390,000 active; inhibition, % at 9.99 µM;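 active = mean inhibition of replicates at least 50% and at least half of replicates each reaching 50%; inconclusive = half or more replicates reach 50% but mean below 50%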;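 note: 0% = complete ARNT plus TACC3 wells and 100% = ARNT alone without TACC3; many hits fall short of the cut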
PGC1a acetyl inh: PGC1a acetylation modulation, inhibitor mode; U2OS PGC1a acetylation, AlphaScreen anti-acetyl-lysine; with virally co-expressed GCN5 acetyltransferase; 0.17% of 350,000 active; inhibition, % at 15.6 µM;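 active = every replicate shows inhibition of at least 40%; inconclusive = mean inhibition at least 40% but some replicate below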;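 note: 0% = neutral control wells and 100% = positive control wells; some results beyond the cut were filed as inactive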
Cneo AK release: Cryptococcus neoformans lysis via adenylate kinase release | C. neoformans lysis, adenylate kinase release luminescence, 4 h; normalised: neutral wells 0, clomiphene wells 100 | lysis activity, % at 15 µM | 0.2% of 360,000 active;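 active = mean lysis activity across replicates of at least 80%, whatever share of replicates individually reach that level; inactive = mean lysis activity below 80%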
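Assay system: C. neoformans cells. Amount: yeast cell density of 5 × 10^6 cells/mL. Technique: AK luminescence. Buffer or medium: YPD. Times: static 4 h at 37 °C with compound, 1 h detection. Dosing: single-point compound dose. Read-out: lysis from increased AK signal.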
GSIS activator: GLuc luminescence reporter in INS-1E cells, primary screen for activators of glucose-dependent secretion of insulin; INS-1E GLuc reporter insulin secretion, 2-3 h; activation, % at 16.6 µM; 0.61% of 370,000 active; AID 743287;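 active = lowest replicate activation of at least 40%, so every replicate reaches that level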;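 note: 0% = median of neutral control wells and 100% = median of IBMX positive control wells; some compounds called inactive have numbers as strong as hits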
PAX8 reporter: inhibitors of PAX8 transcriptional activity in RMG-I cells. RMG-I TPO-luciferase reporter, SteadyGlo, 24 h. inhibition, % at 12.6 µM. 1.2% of 360,000 active. AID 652154;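 active = mean replicate inhibition at least 60% with every replicate also reaching 60%; inconclusive = only one of the two criteria is met; inactive = mean below 60% and not all replicates reaching 60%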;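 note: luciferase light reporting Pax8 driven TPO promoter activity; plate controls were median of neutral control wells for no effect and mitoxantrone controls for full effect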
Statin myotox sup: suppressors of simvastatin-induced myotoxicity in C2C12 myotubes; 0.78% of 330,000 active; rescue of ATP level, % at 7.49 µM; AID 602340; ATP luminescence, 48 h; scaled: DMSO 0, geranylgeraniol control 100;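 active = mean ATP rescue above about 67%, or every replicate alone reaching that limit, limit read from the data, passing the limit was not always enough; inconclusive = no clear call, values can overlap the other calls; inactive = mean under the limit and some replicate under it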;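 note: myotubes were challenged with 10 µM simvastatin during compound exposure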
Active calls of the source: *; ? = inconclusive; . = not tested or not shown.

Order of results – Cneo AK release	Statin myotox sup	LGR2 inh	GSIS activator	ARNT-TACC3 inh	PAX8 reporter	PglD DTNB	PGC1a acetyl inh
CC(O)CNCCCOc1ccc(Cl)cc1C(C)(C)C (stereo not drawn)
  .	.	23	-25	-18	3	.	-14
Cc1cccc(CNC(=O)C2CCC(=O)N(Cc3ccccc3F)C2)n1 (stereo not drawn)
  -1	.	-3	1	4	.	-4	-5
CC(=O)Nc1cccc(-c2ccnc3c2CC(C(=O)NCCc2ccccc2)O3)c1 (stereo not drawn)
  -1	-54	-7	7	.	43	-1	.
CC1CN(S(=O)(=O)c2cccc(C(=O)OCC(=O)Nc3ccc4c(c3)OCO4)c2)CC(C)O1 (stereo not drawn)
  -1	.	.	.	2	0	-2	-2
CC=Cc1ccc2n(c1=O)C[C@@H]1[C@@H](CO)[C@H](C(=O)N(C)C)N(CC3CC3)[C@H]21 (mixture of isomers)
  -2	-2	-6	11	-3	.	-3	.
CC(C(=O)Nc1ccc(F)cc1Cl)N(C)CCOc1ccccc1 (stereo not drawn)
  -1	-4	-3	-20	-11	19	3	-5
Cc1cccc(-c2cc3c(nn2)-c2ccccc2C3=O)c1
  -1	?	-23	-25	-3	.	3	-2
CCCc1cn(CC[C@@H]2CC[C@H](NC(=O)C3CCC3)[C@@H](CO)O2)nn1
  -4	4	10	12	-5	-2	1	1
NS(=O)(=O)c1cc(C(=O)OCC(=O)Nc2ccccc2[N+](=O)[O-])ccc1Cl
  .	.	-6	1	-5	16	.	4
CCc1nccn1CCC(=O)N1CCCC(N2CCN(c3ccccc3F)CC2)C1 (stereo not drawn)
  0	-5	-10	21	1	-4	-13	.
COc1ccc(S(=O)(=O)Nc2cccc3c2O[C@@H](CN(C)S(=O)(=O)c2ccc(Cl)cc2)[C@@H](C)CN([C@H](C)CO)C3=O)cc1
  2	-77	-13	-2	-38	-7	-2	-4
NC(=O)c1nn2c(C(F)(F)F)cc(-c3ccccc3)nc2c1Br
  0	-20	-3	36	7	18	9	.
COc1ccc(Cl)cc1NC(=O)COC(=O)C1CC1
  -1	-3	8	-12	.	-12	2	-8
C[C@@H]1CN([C@H](C)CO)C(=O)c2cc(NC(=O)Nc3ccc(F)cc3)ccc2O[C@@H](C)CCCCO[C@H]1CN(C)Cc1ccncc1
  1	-7	12	-13	-5	-8	-1	0
CCNC(=O)C/C(C)=N/NC(=O)C12CC3CC(CC(C3)C1)C2
  -1	1	.	.	1	3	-4	8
CCCCCCCCCCCCC/C=C/[C@@H](O)[C@@H](N)CO
  8	-1	.	.	-4	2	4	4
O=C(Nc1ccccc1Cl)c1cc(C2CCCN(S(=O)(=O)c3cccs3)C2)on1 (stereo not drawn)
  1	-5	9	-2	.	6	-7	4
C[C@@H]1CN([C@@H](C)CO)C(=O)c2cccc(NC(=O)c3nc4ccccc4s3)c2O[C@H]1CN(C)S(=O)(=O)c1cccs1
  -1	.	8	4	2	.	-2	2
Cc1ccc(NC(=O)c2cccc(S(=O)(=O)N3CCN(C)CC3)c2)cc1F
  0	-28	-13	-5	.	1	-1	-7
NC(N)=Nc1ccc(C=C2C=Cc3ccccc32)cc1
  .	-12	.	.	25	-56	.	-6
CC(CNS(=O)(=O)c1ccc(Br)cc1)CN(C)C (stereo not drawn)
  .	.	13	9	-1	-51	.	.
O=C(CSC(=S)N1CCCC1)N(Cc1nnc(-c2ccccc2Cl)o1)C1CC1
  -1	8	8	4	.	26	-4	-4
CC(CCc1ccccc1)NC(=O)CCNS(=O)(=O)c1ccccc1C(F)(F)F (stereo not drawn)
  2	1	12	-17	.	0	.	1
CCCCNC(=O)Cn1nc([N+](=O)[O-])c([N+](=O)[O-])c1C
  .	.	21	9	1	14	.	.
COc1ccc(CN(C)C[C@@H]2OCCCC[C@H](C)Oc3ccc(NC(=O)C4CCCCC4)cc3C(=O)N([C@H](C)CO)C[C@H]2C)cc1
  -9	.	2	-19	2	30	5	4
Cc1sc2ncnc(SCC(=O)NC3CCS(=O)(=O)C3)c2c1C (stereo not drawn)
  2	-4	-10	2	.	-6	5	3
CC(=O)c1ccc(C(C)(C)c2ccc(C(C)=O)s2)s1
  0	.	.	.	-9	6	-1	10
CC(C)Cc1nnc(NC(=O)CCC(=O)N2CCOCC2)s1
  -3	-4	38	9	-1	.	1	9
O=C(/C=N/O)Nc1ccc(F)cc1
  0	6	.	.	1	.	-2	3
O=C(c1ccccc1F)N1C[C@@H]2[C@H](c3ccccc31)[C@H](CO)N2C(=O)Nc1ccccc1
  2	0	4	-5	-8	-8	0	3
C[C@H]1CCCCO[C@H](CN(C)C(=O)Nc2ccccc2)[C@@H](C)CN([C@@H](C)CO)C(=O)c2cc(NC(=O)c3ccccc3)ccc2O1
  2	.	-9	-21	-9	9	5	3
COc1ccc(-n2c(=S)[nH]c3cc(C(=O)NCc4ccc(F)cc4)ccc3c2=O)c(OC)c1
  -3	-25	0	-11	13	20	11	-3
CC(C)NC(=O)N(C)C[C@@H]1Oc2cc(C#CCN(C)C)ccc2S(=O)(=O)N([C@@H](C)CO)C[C@H]1C
  -6	0	-21	18	-4	.	0	-6
C[C@@H]1CN([C@@H](C)CO)C(=O)c2cccc(NC(=O)Nc3ccc(F)cc3)c2O[C@H]1CN(C)Cc1ccc2c(c1)OCO2
  3	-3	8	-8	2	5	1	-12
CCCCn1c(SCC(=O)Nc2nnc(C)s2)nnc1-c1ccoc1C
  3	-6	.	.	-18	.	.	-2
COc1ccc(Cc2c(C)nc(N)nc2Cl)cc1
  .	.	-1	-7	24	-12	.	.
CCCCNC(=O)CCn1nc(-c2ccccc2)ccc1=O
  2	26	8	19	.	.	-2	2
O=C(CCNC(=O)c1ccco1)Nc1ccc(OC(F)(F)F)cc1
  0	0	3	-1	20	-7	2	-1
COc1ccc(-c2ccc3c(c2)[C@@H]2[C@@H](CCN2S(=O)(=O)c2ccccc2F)[C@H](CO)N3C)cc1
  0	-16	-13	-27	0	-27	0	-2
Cc1ccc(CNC(=O)CS(=O)Cc2nc(-c3cccs3)oc2C)cc1 (stereo not drawn)
  0	4	-11	.	.	10	-3	-2
COc1ccc(Cl)cc1NC(=O)CSc1nnc(CN2CCOCC2)n1-c1ccc(Cl)cc1
  1	8	5	-16	-6	.	0	-12
COc1cccc(-c2noc(-c3ccc(Br)o3)n2)c1
  .	.	-54	18	-5	-168	.	7
Cc1c(C(=O)NCc2cccc(C(F)(F)F)c2)sc(=O)n1Cc1ccccc1F
  -1	26	-2	-14	.	4	3	.
O=C(CNC(=O)c1ccc(N2CCCC2=O)cc1)Nc1ccc(F)c(F)c1F
  0	-2	9	13	-2	10	1	.
CCCN(CC(=O)Nc1ccccc1C)C(=O)c1nn(CC)c(=O)c2ccccc12
  1	-2	-15	0	-2	-4	-4	-2

Retrieved one by one from the entries so far, 2 records:
Order of results – Cneo AK release	Statin myotox sup	LGR2 inh	GSIS activator	ARNT-TACC3 inh	PAX8 reporter	PglD DTNB	PGC1a acetyl inh
Cc1ccc(CNC(=O)CS(=O)Cc2nc(-c3cccs3)oc2C)cc1 (stereo not drawn)
  0	4	-11	.	.	10	-3	-2
COc1ccc(Cl)cc1NC(=O)CSc1nnc(CN2CCOCC2)n1-c1ccc(Cl)cc1
  1	8	5	-16	-6	.	0	-12

The list goes on.
Order of results – Cneo AK release	Statin myotox sup	LGR2 inh	GSIS activator	ARNT-TACC3 inh	PAX8 reporter	PglD DTNB	PGC1a acetyl inh
O=C(COc1ccc(-n2cnnn2)cc1)Nc1ccccc1OC(F)F
  0	3	-11	4	3	-7	-6	-1
Cc1ccccc1NC(=O)c1cc(S(=O)(=O)N2CCOCC2)cn1C
  -1	-2	4	.	-2	-10	6	4
Cc1cc(C(=O)Nc2cccc3c2O[C@H](CN(C)C)[C@@H](C)CN([C@@H](C)CO)C3=O)n(C)n1
  -16	-18	16	3	-11	-17	-1	8
CO[C@@H]1CN(C)C(=O)c2ccc(NC(=O)Nc3ccccc3F)cc2OC[C@H](C)N(C(C)=O)C[C@H]1C
  -1	10	-4	-11	-4	-6	-3	-5
COCC(O)Cn1ccnc1N=Nc1ccccc1 (stereo not drawn)
  2	10	0	4	.	-20	1	-1
CNC(=O)Cn1nc(-c2ccc(C)cc2)c2ccccc2c1=O
  5	16	-12	39	16	0	-2	2
CS(=O)(=O)N(CC(=O)Nc1cccc([N+](=O)[O-])c1)c1cccc(F)c1
  0	-1	3	-25	5	-11	-2	-1
Cc1ccc(NC(=O)C2c3ccccc3Oc3ccccc32)c(C)c1
  .	.	0	4	3	-11	.	.
CC(=O)N1CCc2cc(Br)cc(S(=O)(=O)NCCN3CCCCC3C)c21 (stereo not drawn)
  3	-13	20	22	0	.	-6	-22
COc1ccc(S(=O)(=O)N2CCOCC2)cc1NC(=O)CN(C)Cc1c(F)cccc1Cl
  .	.	16	-6	5	1	.	1
O=C1CN(C(=O)c2ccco2)c2ccccc2N1
  -1	1	.	.	-5	12	-1	-5
COc1cccc(CNC(=O)C[C@H]2CC[C@H]3[C@H](COc4ccc(NC(=O)c5cccs5)cc4C(=O)N3C)O2)c1
  0	27	18	-8	-5	1	1	7
COc1cc(SC)ccc1C(=O)NCC1CCCCC1
  1	-13	-63	3	-7	-159	6	.
O=C([C@@H]1[C@@H](CO)[C@@H]2Cn3c(cccc3=O)[C@H]1N2)N1CCc2ccccc2C1
  0	0	-15	-4	0	.	3	.
Clc1ccc(C2Nc3ccccc3-n3cccc32)cc1 (stereo not drawn)
  0	-8	-13	39	0	-21	5	.
C/C=C/c1ccc2c(c1)O[C@@H](CN(C)C(=O)c1ccccc1)[C@@H](C)CN([C@@H](C)CO)S2(=O)=O
  0	15	4	5	-2	-5	3	-10
CC(=O)NCCC1CCN(C(=O)C2CCC(=O)N(C3CCCC3)C2)CC1 (stereo not drawn)
  1	-3	6	15	-5	-5	1	-2
CCOC(=O)N1CCC(NC(=O)Cn2cc3c(n2)CCCCC3)CC1
  4	8	4	-3	4	-2	0	.
CCOC(=O)C1=C(N)Oc2ccc3ccccc3c2C1c1cccc(O)c1 (stereo not drawn)
  0	60	14	-9	1	-13	0	.
O=C(CCC1CCCN(C(=O)C2CCCC2)C1)NCc1ccc(F)c(F)c1 (stereo not drawn)
  .	.	24	10	-4	9	.	2
COc1cc2c(cc1OC)[C@@H]1Cc3ccc(OC)c(OC)c3CN1CC2
  4	9	6	9	1	17	-4	-1
O=C(Cn1cc2c(n1)CCCCC2)NCCN1CCOCC1
  2	9	-5	1	0	2	1	.
C[C@@H]1CN([C@@H](C)CO)C(=O)c2cc(NC(=O)NC3CCCCC3)ccc2O[C@H]1CN(C)S(=O)(=O)c1cn(C)cn1
  54	-3	-7	17	-1	.	1	-5
CCCOc1cc(C)c(S(=O)(=O)n2nnc3ccccc32)cc1C
  .	13	17	6	0	.	.	7
FC(F)(F)c1ccccc1Cc1c(-c2cccc(Cl)c2)nc2ccc(Cl)cn12
  0	10	-4	-9	.	-135	-3	3
Nc1cnnc(N/N=C\c2ccccc2)c1Cl
  -1	-23	-19	7	15	-32	6	.
CCn1c(-c2cc(-c3cccc(OC)c3)nc3ccccc23)n[nH]c1=S
  14	48	-21	9	7	.	5	0
S=C1NC2(CCCCCC2)N=C1c1ccccc1
  61	-6	7	15	-5	6	0	8

This is a random part of the collection. About 2.9% of those tested had a hit in this group.
